Screening results deposited in PubChem BioAssay by several laboratories.
DTT redox prof – compounds producing H2O2 with reducing agent – biochemical, NIH compound library profiling, artefact control for MLSCN library redox annotation, primary screen; DTT-dependent redox cycling H2O2, phenol red/HRP absorbance; 100% = 100 µM peroxide control, 0% = buffer; activation, % at 10 µM; 200,000 compounds, 0.03% hits; AID 878;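 active = activation of at least 50% relative to the plate's high and low controls in the primary single-dose screen; inactive = activation below 50%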;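 also: compound incubated with DTT at 0.8 mM final as the reducing agent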
ROMK primary – human ROMK K+ channel modulation, primary screen; P48048; Tet-inducible ROMK, thallium flux fluorescence; actives lie on both sides; B-score at 10 µM; 130,000 compounds, 2% hits;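 active = signal ratio slope over the read window, or its plate-corrected B-score, at least 3 SD from the plate mean, either direction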;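 also: B-score of the F/F0 ratio slope over 7 to 12 s after thallium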
bIAP inh – intestinal alkaline phosphatase (bovine) inhibition | purified bovine IAP, CDP-star luminescence, 30 min | inhibition, % at 20 µM | 190,000 tested, under 10 active | AID 1019;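 active = over 50% inhibition of intestinal alkaline phosphatase at 20 µM in the single-dose screen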
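System: Purified bovine intestinal alkaline phosphatase (IAP) enzyme | Input: IAP diluted 1/65,000,000 in the well | Also added: CDP-star chemiluminescent phosphatase substrate, 30 µM final | Dosing: 20 µM single dose | Times: Enzyme reaction for 30 min at room temperature | Detection: Luminescence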
PPARg SRC3 recr – promotes SRC-3 coactivator recruitment by human PPARgamma | biochemical PPARgamma/SRC-3 coactivator recruitment assay | activation, % at 8 µM | 200,000 compounds, 0.26% hits | AID 731; in the data active = activation above about 23%;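 also: 0% = DMSO and 100% = reference agonist; some compounds past the cut are filed as inactive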
Target sequence (P37231 whole entry, looked up): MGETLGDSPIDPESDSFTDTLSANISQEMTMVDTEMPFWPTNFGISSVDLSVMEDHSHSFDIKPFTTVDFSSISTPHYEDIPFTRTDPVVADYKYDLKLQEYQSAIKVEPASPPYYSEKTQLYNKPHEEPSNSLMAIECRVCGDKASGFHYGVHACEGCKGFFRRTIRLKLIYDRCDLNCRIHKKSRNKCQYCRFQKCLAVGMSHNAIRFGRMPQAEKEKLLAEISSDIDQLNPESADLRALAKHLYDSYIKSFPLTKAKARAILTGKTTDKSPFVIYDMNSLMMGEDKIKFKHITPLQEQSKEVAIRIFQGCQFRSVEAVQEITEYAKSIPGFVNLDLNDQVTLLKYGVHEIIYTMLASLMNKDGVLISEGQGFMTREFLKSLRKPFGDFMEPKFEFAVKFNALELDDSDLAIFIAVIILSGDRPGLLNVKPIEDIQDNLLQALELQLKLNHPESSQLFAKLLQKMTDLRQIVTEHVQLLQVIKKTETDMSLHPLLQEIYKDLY
PPARg SRC2 recr – PPARgamma-driven SRC-2 recruitment agonism. activation, % at 8 µM. 200,000 compounds, 0.34% hits. P37231. PPARgamma LBD-SRC-2 recruitment, biochemical. AID 1032; in the data active = activation above about 22%;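 also: 0% = vehicle and 100% = reference agonist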
PPARg SRC-1 ag – agonists of human PPARgamma SRC-1 coactivator recruitment. P37231. PPARgamma-SRC-1 coactivator recruitment biochemical assay. activation, % at 8 µM. 200,000 compounds, 0.41% hits; in the data active = activation above about 19%;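 also: 0% = DMSO and 100% = reference agonist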
Lmaj promast – Leishmania major promastigote growth inhibition; inhibition, % at 10 µM; 200,000 compounds, 9% hits; Leishmania major promastigotes, resazurin fluorescence viability; AID 1063; in the data active = inhibition above about 50%;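 also: promastigotes grown with compound for 44 hours at 28 °C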
TR-FRET SRC-2 ct – flags TR-FRET format artefacts in PPARgamma SRC-2 recruitment agonist screen; TR-FRET artefact counter-screen; hits give high values; TR-FRET ratio at 8 µM; 200,000 compounds, 0.4% hits; AID 1049; in the data active = TR-FRET ratio above about 2000; also: inactives centre near 1500; reference of the scale not given here
HMGR II inh – blocks class II HMG-CoA reductase of Enterococcus faecalis; purified E. faecalis HMGR, NADPH absorbance 340 nm kinetic; inhibition, % at 10 µM; 190,000 compounds, 0.41% hits;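 active = inhibition above a set limit, the median over all tested compounds plus 3 SD, cut at about 9.5% in these data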;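 also: enzyme runs in reverse so mevalonate oxidation gives rising NADPH absorbance; 0% = complete reaction with DMSO and 100% = background rate lacking mevalonate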
S1P3 antag – S1P3 (human) receptor antagonism. inhibition, % at 4.98 µM. CHO S1P3 NFAT-BLA reporter, FRET fluorescence, antagonist mode. Q99500. 170,000 compounds, 0.27% hits;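 active = inhibition above the plate cutoff, the mean inhibition of test wells on that plate plus 3 SD, cut at about 28% in these data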;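 also: cells challenged with S1P at its EC80 of 0.8 µM; blue over green emission ratio from cleaved BLA substrate after 4 h stimulation; 0% = S1P-stimulated wells and 100% = unstimulated DMSO-only wells; some compounds past the cut are filed as inactive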
Target sequence (Q99500 whole entry, looked up): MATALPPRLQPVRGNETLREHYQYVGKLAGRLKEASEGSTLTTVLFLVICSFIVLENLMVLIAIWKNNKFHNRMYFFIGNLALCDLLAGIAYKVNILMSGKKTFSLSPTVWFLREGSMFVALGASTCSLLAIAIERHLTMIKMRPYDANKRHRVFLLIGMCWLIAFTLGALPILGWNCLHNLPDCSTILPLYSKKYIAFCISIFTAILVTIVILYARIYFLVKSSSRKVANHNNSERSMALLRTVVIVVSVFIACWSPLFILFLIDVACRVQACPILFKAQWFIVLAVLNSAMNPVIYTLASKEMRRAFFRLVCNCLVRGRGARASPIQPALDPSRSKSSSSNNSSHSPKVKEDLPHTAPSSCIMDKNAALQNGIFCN
RAM inhibit – blocks the yeast RAM network; AID 868; inhibition, % at 50 µM; S. cerevisiae dse1pr::URA3 reporter, 5-FOA growth OD615, 2 d; analog-sensitive cbk1-as2 kinase mutant strain; 190,000 compounds, 1.8% hits;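 active = inhibition above a set limit, 3 SD over mean compound inhibition, cut at about 8.4% in these data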;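 also: 0% = DMSO-only wells with no growth and 100% = 10 µM 1-NA-PP1 full growth; inhibition rescues growth on 5-FOA so higher OD means more RAM inhibition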
* = called active by the depositor; . = not tested or not shown.

SMILES	DTT redox prof	ROMK primary	bIAP inh	PPARg SRC3 recr	PPARg SRC2 recr	PPARg SRC-1 ag	Lmaj promast	TR-FRET SRC-2 ct	HMGR II inh	S1P3 antag	RAM inhibit
Cc1cc(C)cc(-n2nnc(C(=O)NCc3ccccc3Cl)c2N)c1	0.5	-0.385	2.2	0.4	-3.7	1.6	-3.4	1449	-6.5	21.4	3.6
O=C(CCC(=O)c1ccccc1)NCCc1c[nH]c2ccccc12	-0.3	0.341	8.7	5.4	1.2	7.6	-3.1	1380	-0.4	16.5	0.3
CCC(C(=O)OCC(=O)Nc1ccc(C(N)=O)cc1)c1ccccc1 (centres undefined)	-1.6	-0.174	-8.0	2.8	1.3	6.8	-1.6	1694	-5.8	6.2	2.7
COc1ccc(CCNC(=O)C2CCCN2S(=O)(=O)c2ccc(F)cc2)cc1OC (centres undefined)	0.3	0.594	-9.8	3.9	9.7	9.6	-6.7	1640	-4.8	-10.0	0.9
COc1ccc(OC)c(-c2cc(C(=O)NCCN3CCOCC3)no2)c1	-0.3	.	0.7	4.0	9.1	6.4	4.0	1709	-2.4	-25.0	-0.3
Cc1nn(C(C)(C)C)c(OC(=O)c2cccs2)c1S(=O)(=O)c1ccccc1	3.3	.	7.3	6.4	-4.2	-0.1	-3.1	1356	1.7	32.9	4.9
COc1ccc(OC)c(/C=C/C(=O)OCC(=O)Nc2ccc3c(c2)OCCO3)c1	0.2	.	2.7	2.0	-0.1	1.9	-9.4	1633	2.8	-2.9	7.4
CCN(CCn1cccn1)C(=O)CC1C(=O)NCCN1Cc1ccc(OC)c(OC)c1 (centres undefined)	0.1	0.294	-0.5	2.1	0.4	-1.4	-5.2	1816	-6.5	-13.6	0.7
O=C(Oc1ccc(NC2=C(Cl)C(=O)c3ccccc3C2=O)cc1)c1ccc([N+](=O)[O-])cc1	-0.3	-0.529	4.3	4.2	4.7	2.7	8.1	1663	-3.1	-22.9	0.9
Cc1ccccc1NC(=O)CC1SC(=NC2CCCCC2)NC1=O (centres undefined)	-1.8	0.968	10.8	0.8	1.5	4.5	22.8	1495	3.2	.	3.3
CCN(CC)CCN1C(=O)c2oc3ccccc3c(=O)c2C1c1cccc(Br)c1 (centres undefined)	-0.6	-0.862	-7.7	5.5	9.0	8.2	2.8	1801	-1.6	-9.3	-0.8
Cn1c(=O)[nH]c(=O)c2c1nc(Br)n2CCSc1nnnn1-c1ccccc1	-0.7	-0.0464	23.3	-2.4	1.8	6.5	2.9	1541	0.6	.	2.0

Some of these compounds in order of number of heavy atoms, low to high.
SMILES	DTT redox prof	ROMK primary	bIAP inh	PPARg SRC3 recr	PPARg SRC2 recr	PPARg SRC-1 ag	Lmaj promast	TR-FRET SRC-2 ct	HMGR II inh	S1P3 antag	RAM inhibit
Cc1cc(C)cc(-n2nnc(C(=O)NCc3ccccc3Cl)c2N)c1	0.5	-0.385	2.2	0.4	-3.7	1.6	-3.4	1449	-6.5	21.4	3.6
Cc1nn(C(C)(C)C)c(OC(=O)c2cccs2)c1S(=O)(=O)c1ccccc1	3.3	.	7.3	6.4	-4.2	-0.1	-3.1	1356	1.7	32.9	4.9
O=C(Oc1ccc(NC2=C(Cl)C(=O)c3ccccc3C2=O)cc1)c1ccc([N+](=O)[O-])cc1	-0.3	-0.529	4.3	4.2	4.7	2.7	8.1	1663	-3.1	-22.9	0.9

Remaining list, next part.
SMILES	DTT redox prof	ROMK primary	bIAP inh	PPARg SRC3 recr	PPARg SRC2 recr	PPARg SRC-1 ag	Lmaj promast	TR-FRET SRC-2 ct	HMGR II inh	S1P3 antag	RAM inhibit
Cc1cccc(C)c1NC(=O)N1CCCCCCC1	0.5	0.352	-0.1	1.8	-3.6	5.7	-0.5	1367	-2.0	-1.3	2.0
CC(OC(=O)c1ccccc1Nc1ccc(SC(F)F)cc1)C(N)=O (centres undefined)	-1.0	-0.117	-4.4	2.7	-5.2	-1.5	55.1*	1768	-7.4	-2.7	0.7
CC(=O)Nc1ccc(S(=O)(=O)NC(CC(=O)NC2CCCCC2C)C(C)C)cc1 (centres undefined)	2.2	.	0.4	-9.2	3.3	2.2	-3.2	1503	-5.8	-17.2	1.2
O=C(CN1C(=O)COc2ccccc21)NCCN1CCC(Cc2ccccc2)CC1	0.1	.	-17.0	-9.5	-0.6	-0.2	67.0*	1408	-1.7	.	-0.5
CC(C)NC(=O)CSCc1cccc(Br)c1	0.4	-0.0602	4.1	3.5	-1.2	-1.0	8.6	1482	0.8	.	0.9
Cc1ccc(NC(=O)CN2C(=O)C3CC=CCC3C2=O)cc1S(=O)(=O)N1CCOCC1 (centres undefined)	-2.3	0.901	7.5	3.8	7.5	-5.7	4.8	1447	-4.2	-18.2	1.4
CCC/C=N/NC(=O)c1cccc(Br)c1	-0.3	-0.424	-3.4	-1.5	-7.7	-5.0	-4.2	1680	-1.1	-13.2	-1.4
CC(C)OCCCNC(=O)NC12CC3CC(CC(C3)C1)C2	0.0	.	7.9	14.2	2.4	6.2	-3.3	1788	0.3	-16.2	-0.4
COCCNC(=O)c1ccc(-c2csc(C)n2)cc1	0.3	0.407	-3.1	4.1	2.5	4.9	-6.1	1639	-1.5	0.4	0.5
CC1=NNC(=O)C1CCC(=O)N/N=C/c1c(Cl)cccc1Cl (centres undefined)	-0.3	0.108	-10.0	2.4	-6.3	-7.9	-0.2	1262	-0.4	-24.1	0.2
CC(OC(=O)c1ccccc1Oc1ccccc1)C(=O)NC1CC1 (centres undefined)	-0.6	-0.594	0.6	0.7	7.4	5.5	4.0	1638	-5.5	-7.6	3.3
CC(C)CC(=O)Nc1ccc(N2CCOCC2)cc1	-0.5	1.86	6.4	6.6	3.1	1.8	-5.1	1533	1.6	.	0.5
CC1=CC=CN2CC(O)CN=C12 (centres undefined)	-0.1	0.903	-0.2	-5.4	-5.7	-2.1	5.7	1512	-3.9	.	1.3
c1ccc(-c2nc(-n3nc4ccccc4n3)nc3ccccc23)cc1	-0.7	-0.0133	-6.3	13.6	3.0	6.7	20.7	1655	-0.9	.	5.6
C=CCc1cc(C=O)cc(OCC)c1O	-0.1	0.649	1.7	3.1	4.1	-4.7	-7.5	1558	-5.2	-6.6	-0.5
COc1ccc(-c2cc(C(=O)OCC(=O)N3CCCC3)c3ccccc3n2)cc1	1.6	.	-10.4	1.8	6.1	-0.7	3.0	1453	-1.4	13.7	-1.2
NC(=O)c1cc(C(=O)c2ccccc2Cl)c[nH]1	-0.6	0.371	-7.8	-2.6	2.1	-9.4	4.7	1411	-0.7	-16.2	-0.2
Cc1ccc(-c2nc(NC(=O)c3nn(C)cc3[N+](=O)[O-])sc2C)cc1	-0.7	-0.681	9.7	-5.3	-1.1	-4.5	1.0	1614	-7.1	.	1.8
Cc1nc([N+](=O)[O-])c(Sc2nc3ccccc3[nH]2)n1Cc1ccccc1	0.2	-0.0786	26.8	3.0	2.6	-1.7	98.6*	1675	-1.8	-6.1	0.8
Cc1ccc(NC(=O)CCCN2C(=O)c3cccc4cccc(c34)C2=O)cc1	0.4	0.582	15.0	-0.1	2.9	9.2	-3.0	1438	1.5	-1.7	4.2
CC(=O)Nc1ccccc1C(=O)C(=O)Nc1ccc(C)c(F)c1	-0.5	-0.255	1.2	2.4	15.7	1.0	-1.9	1510	-1.8	12.1	1.4
O=C(CO/N=C/c1ccc(OC(F)F)cc1)NC1CCCC1	-0.3	-0.987	2.4	-2.2	-1.4	-0.7	4.2	1466	-2.9	9.8	0.7
O=C1C2C3C=CC(C3)C2C(=O)N1CN(Cc1ccccc1)CN1C(=O)C2C3C=CC(C3)C2C1=O (centres undefined)	1.7	.	1.4	-7.2	-3.8	-0.6	10.9	1512	-3.7	-26.5	1.6
COC(=O)CSc1cnc2ccccc2n1	0.0	-0.571	7.5	-7.5	-4.4	-6.6	-0.7	1456	-7.1	.	1.7
Cc1cccc(C(=O)NC(=S)Nc2ccccc2C(F)(F)F)c1	-0.3	.	-2.1	5.2	-8.8	7.5	47.7	1640	-2.7	13.8	3.2
C/C(NCc1cccnc1)=C(\C#N)C(=O)NCc1ccccc1	1.9	.	3.3	2.9	4.0	-8.3	3.2	1683	-0.8	-16.4	0.2
O=C1NCCCc2c1no[n+]2[O-]	2.4	.	13.4	-2.8	0.8	-8.5	-4.5	1426	-1.3	-12.7	0.7
Cc1nnc(NC(=O)c2cccc(S(=O)(=O)N3CC(c4ccccc4)CC3=O)c2)s1 (centres undefined)	-1.7	.	2.3	4.4	0.4	6.4	-10.2	1628	-5.1	.	1.6
CCc1ccccc1NC(=O)C(C)n1nc([N+](=O)[O-])c(Br)c1C (centres undefined)	-4.8	-0.162	3.7	-1.7	14.1	-5.8	2.6	1528	0.7	.	4.3
COc1ccc(OC)c(-n2c(=S)[nH]c3cc(C(=O)N4CCC(C(N)=O)CC4)ccc3c2=O)c1	-3.9	.	9.1	-1.5	-5.4	-1.1	-3.5	1449	0.2	.	0.2
O=C(Nc1ccccc1)c1nn(-c2cccc(C(F)(F)F)c2)ccc1=O	-0.5	0.00179	-0.2	3.4	9.7	5.5	2.6	1619	2.8	7.1	1.8
CN(Cc1ccccc1)C(NC(=O)c1ccccc1)C(Cl)(Cl)Cl (centres undefined)	0.3	.	18.0	-10.8	-0.9	-1.1	20.1	1479	3.2	.	-0.1
CC1=NN(c2ccccc2)C(=O)C1N=Nc1ccccc1 (centres undefined)	-0.5	0.661	26.0	3.0	8.2	3.3	-4.1	1887	-2.8	-9.1	7.1
CCCC1(C(=O)OC)NC(c2cc(OC)c(OC)c(OC)c2)C2C(=O)N(CC)C(=O)C21 (centres undefined)	0.5	0.456	5.4	-1.7	2.2	1.7	-2.1	1508	0.7	.	0.0
O=C(Cn1c(COc2ccccc2)nc2ccccc21)Nc1cc(Cl)ccc1Cl	0.5	.	25.7	1.1	0.0	-0.3	-1.7	1459	1.2	-5.2	1.5
CC(Sc1nncn1C)C(=O)NCc1ccc2c(c1)OCO2 (centres undefined)	-0.7	.	9.1	2.6	10.2	7.8	-3.0	1909	1.1	-2.5	1.8
O=[N+]([O-])c1ccc(/C=N/Nc2nc(N3CCOCC3)nc(N3CCOCC3)n2)cc1	-0.5	0.486	1.0	4.0	-4.7	9.4	-4.2	1350	-6.7	-12.6	1.9
Nc1cc(=O)[nH]c(SCC(=O)Nc2ncc(C(F)(F)F)cc2Cl)n1	-1.1	0.972	-1.4	0.9	-3.3	7.4	0.1	1508	-2.0	-3.3	-1.1
COc1ccccc1NC(=O)N1CCCC1C(=O)Nc1ccc2c(c1)OCO2 (centres undefined)	1.5	.	-5.1	1.8	7.4	0.3	-1.2	1541	-2.0	.	0.9
COc1ccccc1C1SCCN1C(=O)c1ccc([N+](=O)[O-])cc1 (centres undefined)	-0.6	-0.996	-1.4	0.8	5.8	-2.2	11.3	1792	1.9	-10.5	3.8
CCOC(=O)c1sc(=S)n(C)c1NC(=O)c1ccccc1	-0.2	0.148	28.0	-0.6	4.1	5.0	-5.5	1466	-0.3	5.8	0.5
